# Compound activity from PubChem BioAssay.
# M5 antag = CHRM5 antagonism in calcium assay. 360,000 compounds, 0.59% hits. CHO-hM5 cells, Fluo-8 calcium fluorescence, ACh EC80. inhibition, % at 3 µM. AID 624040. P08912;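 active means inhibition above a per-plate cutoff, the mean of that plate's test compounds plus 3 SD, cut at about 27% in these data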;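 further: 0% = acetylcholine EC80 with DMSO and 100% = DMSO without agonist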
# Target sequence (P08912 whole entry, looked up): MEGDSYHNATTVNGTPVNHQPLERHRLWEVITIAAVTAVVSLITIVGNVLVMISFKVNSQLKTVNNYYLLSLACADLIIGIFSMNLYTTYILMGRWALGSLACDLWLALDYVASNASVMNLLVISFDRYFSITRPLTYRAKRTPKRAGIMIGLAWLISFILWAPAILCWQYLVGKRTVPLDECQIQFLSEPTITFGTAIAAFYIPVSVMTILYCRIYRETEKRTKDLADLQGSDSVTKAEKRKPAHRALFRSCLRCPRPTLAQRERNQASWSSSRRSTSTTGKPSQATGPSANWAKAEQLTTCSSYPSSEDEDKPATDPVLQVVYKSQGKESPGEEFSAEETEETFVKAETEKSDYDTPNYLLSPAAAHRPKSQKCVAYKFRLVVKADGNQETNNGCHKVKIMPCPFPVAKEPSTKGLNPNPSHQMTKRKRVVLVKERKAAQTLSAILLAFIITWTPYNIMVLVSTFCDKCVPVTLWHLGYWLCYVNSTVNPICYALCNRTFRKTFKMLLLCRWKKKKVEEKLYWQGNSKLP
# M1 PAM parental = M1 PAM counterscreen hit in parental CHO-K1 cells; ATP EC20, Fluo-8 calcium fluorescence; 0% at ATP EC20, 100% at ATP max; 360,000 compounds, 0.02% hits; AID 602247; activation, % at 3 µM;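 active means activation above the run cutoff, the mean activation of all test compounds plus 3 SD, cut at about 40% in these data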;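 further: peak over basal fluorescence ratio in a 140 s read after ATP addition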
# TAAR1 ag = agonists of human TAAR1; 360,000 compounds, 0.99% hits; Q96RJ0; CHO RD-HGA16 TAAR1, Fluo-8 calcium fluorescence; vehicle wells 0%, saturating PEA agonist 100%; activation, % at 3 µM;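 active means activation above the mean activation of all test compounds in the run plus 3 SD, cut at about 38% in these data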
# Target sequence (Q96RJ0 whole entry, looked up): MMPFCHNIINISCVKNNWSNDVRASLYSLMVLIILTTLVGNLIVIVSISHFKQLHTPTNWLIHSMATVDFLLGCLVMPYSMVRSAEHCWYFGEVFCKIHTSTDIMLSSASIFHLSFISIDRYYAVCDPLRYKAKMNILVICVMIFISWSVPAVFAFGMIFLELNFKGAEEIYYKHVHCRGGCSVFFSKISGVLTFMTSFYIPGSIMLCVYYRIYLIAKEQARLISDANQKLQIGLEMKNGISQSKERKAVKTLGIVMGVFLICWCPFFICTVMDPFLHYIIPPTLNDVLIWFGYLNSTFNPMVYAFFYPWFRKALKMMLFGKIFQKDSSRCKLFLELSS
#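 Assay system – CHO-derived RD-HGA16 cells with stable Gα16 and human TAAR1 · Compound dosing – one-point dosing at 3 µM (nominal) · Incubation – 17-24 h seeding, 75 min 37 °C dye, 30 min RT · Measured by – kinetic Fluo-8 calcium fluorescence · Control set – DMSO vehicle as 0%, PEA at EC100 as 100% · Repeats – single well for each compound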
# CRFR2-BP antag = CRF-BP/CRF-R2 complex antagonism | HEK293 CRF-R2/CRF-BP, CRF-induced calcium fluorescence | inhibition, % at 11.8 µM | 350,000 compounds, 0.59% hits | AID 588475;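 active means inhibition of the ligand-induced calcium signal above about 50% at the single tested concentration, limit read from the data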
# CHRM5 PAM = potentiates acetylcholine response at human M5 receptor; CHO-K1 hM5, Fluo-8 calcium, ACh EC20 PAM; 0% = ACh EC20, 100% = ACh EC100; activation, % at 3 µM; 360,000 compounds, 0.3% hits;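 active means activation above the run cutoff, the mean activation of all test compounds plus 3 SD, cut at about 18% in these data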
#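 Assay system – human M5 receptor in CHO-K1 cells · Read-out – % activation, ACh-normalized · Technique – Fluo-8 calcium fluorescence · Dosing – single-point, 3 µM nominal · Incubation – Fluo-8 loading 80 min at 37 °C plus 30 min room temperature · Repeats – singlicate, one well per test compound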
# CHRM5 agonist = agonists of human muscarinic M5 receptor (CHRM5); AID 624037; activation, % at 3 µM; P08912; 360,000 compounds, 0.19% hits; CHO-K1 hM5 cells, Fluo-8 calcium fluorescence; 0% DMSO wells, 100% maximal acetylcholine response;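 active means activation above the run's mean over test compounds plus 3 SD, cut at about 23% in these data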;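 further: signal is peak over basal fluorescence ratio across the kinetic read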
# TAAR1 antagonist = antagonists of human TAAR1; CHO RD-HGA16 TAAR1, Fluo-8 calcium fluorescence, antagonist; 360,000 compounds, 1.5% hits; inhibition, % at 3 µM;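 active means inhibition above a per-plate cutoff, the mean inhibition of test compounds on that plate plus 3 SD, cut at about 49% in these data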;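 further: 0% = DMSO plus EC80 beta-PEA response and 100% = DMSO alone without agonist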
#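 System: RD-HGA16 CHO cells with stable hTAAR1 and Gα16 | Probe or stimulus: EC80 β-phenethylamine stimulus | Dosing: 3 µM, single point | Times: Dye loading 75 min at 37 °C, then 30 min room temperature | Measured by: Fluo-8 calcium-sensitive fluorescence | Read-out basis: % inhibition of agonist calcium response | Replicates: n of 1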
# M4 PAM = CHRM4 positive allosteric modulation. CHO-K1 hM4/Gqi5, Fluo-8 calcium fluorescence, ACh EC20; 0% = ACh EC20, 100% = maximal ACh. 360,000 compounds, 0.4% hits. activation, % at 3 µM. AID 624126;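 active means activation above its plate's cutoff, the mean activation of sample wells plus 3 SD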; further: some results filed as inactive read as strong as hits
# CRFBP-R2 agonist = agonists of human CRF-binding protein/CRF-R2 receptor complex | AID 588473 | HEK293 CRF-R2/CRF-BP, calcium dye fluorescence (FLIPR); percent of saturating CRF peptide response | activation, % at 13.2 µM | 350,000 compounds, 0.46% hits;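 active means activation of at least 50%, plus an integration ratio under a set limit after plate pattern correction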;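 further: plate controls were neutral control wells without compound for no effect and CRF at EC100 for full effect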
# * marks the source's active call; other numbers are inactive results; x = no result given.
1) COc1cc(CCC(=O)Nc2cc(C)cc(C)c2)cc(OC)c1OC
2) Cc1cc(C(=O)CN2C(=O)C(=O)N(Cc3ccccc3)C2=O)c(C)n1Cc1ccc(F)cc1
3) O=C(NCC1CCCO1)C1CCCN(c2ncccn2)C1 (stereo unspecified)
4) CCCCCC(=O)N1C[C@@H](n2cc(COC(=O)c3ccccc3)nn2)[C@H](O)C[C@@H]1c1ccc(Cl)cc1
5) Cc1ccc(S(=O)(=O)N(C)c2ccc3ccccc3c2)cc1
6) CN(CCOc1ccccc1)C(=O)C1CCC(=O)N(CCN2CCOCC2)C1 (stereo unspecified)

entry no.	1	2	3	4	5	6
M5 antag	3	3	16	-5	5	-1
M1 PAM parental	-3	3	15	-1	16	4
TAAR1 ag	4	7	1	8	1	1
CRFR2-BP antag	20	-11	2	-7	25	-4
CHRM5 PAM	-7	1	-6	-7	-4	5
CHRM5 agonist	-3	0	-1	-1	-8	-5
TAAR1 antagonist	-6	-7	14	48	34	-4
M4 PAM	-1	-5	5	-10	-8	16
CRFBP-R2 agonist	-1.0	4.0	-2.4	3.5	3.5	3.8

7) Cc1ccc(NC(=O)CCC(C(=O)O)N2C(=O)c3ccccc3C2=O)cc1 (stereo unspecified)
8) Cc1ccc(NC(=O)CCn2cnc3ccccc3c2=O)cc1Cl
9) O=C(NCc1ccc(N2CCCC2=O)cc1)c1ccc(F)cc1
10) CCC(C)NC(=O)c1ccc(NS(=O)(=O)c2ccc3[nH]c(=O)[nH]c3c2)cc1 (stereo unspecified)
11) O=C(OC(C(=O)NCC1CCCO1)c1ccccc1F)c1ccco1 (stereo unspecified)
12) COc1cccc(/C=N/NC(=O)Cn2nc(C)c([N+](=O)[O-])c2C)c1O

entry no.	7	8	9	10	11	12
M5 antag	3	0	7	0	1	1
M1 PAM parental	-2	-4	21	2	20	7
TAAR1 ag	4	40*	0	1	6	1
CRFR2-BP antag	0	-2	-5	0	-17	-33
CHRM5 PAM	-4	0	3	5	-1	3
CHRM5 agonist	2	-1	3	-2	-1	-2
TAAR1 antagonist	10	23	6	-20	4	-17
M4 PAM	-3	0	-1	2	-2	-1
CRFBP-R2 agonist	-1.4	-1.9	0.0	-0.7	0.0	-1.5

13) O=C(NC(=S)N1CCN(c2ccc([N+](=O)[O-])cc2)CC1)c1ccc(F)cc1
14) Cc1ccc(CNC(=O)CCS(=O)(=O)c2cc3c(cc2Cl)NC(=O)CO3)cc1
15) Cc1c(Cl)cccc1NC(=S)N1CCC(C(N)=O)(N2CCCCC2)CC1
16) Nc1nc(OCC(F)(F)F)cc(Oc2ccccc2F)n1
17) O=C(NCCNC(=O)c1ccccc1Cl)c1ccco1
18) N#Cc1c(N)[nH]c(=S)c(C#N)c1-c1ccccc1

entry no.	13	14	15	16	17	18
M5 antag	-4	1	5	-4	4	-1
M1 PAM parental	-4	7	3	20	1	-4
TAAR1 ag	4	3	0	19	0	21
CRFR2-BP antag	27	11	-11	-29	-9	-14
CHRM5 PAM	-4	-3	-3	5	2	-1
CHRM5 agonist	-4	-2	-3	1	-2	1
TAAR1 antagonist	6	-7	6	8	-1	-6
M4 PAM	-3	-3	1	2	0	-5
CRFBP-R2 agonist	-3.0	1.3	-0.6	-0.6	-1.5	0.7

19) COCCn1c(SCC(=O)N2CCCC2=O)nnc1-c1ccncc1
20) COc1ccc(CN(CC(=O)NCCC(C)C)C(=O)CCC(=O)Nc2nccs2)cc1
21) CCC(=O)Nc1cccc(NC(=O)c2ccc(C)cc2Cl)c1
22) O=C(NNC1=C(C(=O)C(F)(F)F)CCC1)c1ccc(Br)cc1
23) CC1=C(C(=O)O)N2C(=O)C(NC(=O)c3ccccc3Cl)C2SC1 (stereo unspecified)
24) CCOc1ccc(C2SCC(=O)N2c2c(C)n(C)n(-c3ccccc3)c2=O)cc1 (stereo unspecified)

entry no.	19	20	21	22	23	24
M5 antag	-2	4	-7	9	2	-7
M1 PAM parental	19	2	2	-5	2	4
TAAR1 ag	4	0	4	6	0	6
CRFR2-BP antag	13	-9	6	45	-14	-3
CHRM5 PAM	-1	2	3	-7	2	0
CHRM5 agonist	1	-3	-3	-2	1	-1
TAAR1 antagonist	-17	-13	-5	25	1	-12
M4 PAM	2	-3	0	1	-3	6
CRFBP-R2 agonist	-1.2	-2.1	0.5	17	3.8	-2.2

25) CCOc1ccc(-c2nnn(CC(=O)Nc3cc(OC)cc(OC)c3)n2)cc1OCC
26) Cc1cccc(N2CC(C(=O)Nc3nnc(SCC(=O)Nc4nccs4)s3)CC2=O)c1 (stereo unspecified)
27) Clc1ccc(CSc2nncn2-c2ccccn2)cc1
28) N/C(=N\OC(=O)CC1CCCCC1)c1ccccn1
29) O=C(Nc1ccc(Br)cn1)c1cccc2ccccc12
30) CCC(C(=O)Oc1c(C(C)C)cccc1C(C)C)c1ccccc1 (stereo unspecified)

entry no.	25	26	27	28	29	30
M5 antag	0	-5	-6	2	9	9
M1 PAM parental	16	13	20	12	4	-12
TAAR1 ag	2	0	9	5	2	12
CRFR2-BP antag	-8	20	-20	9	-3	2
CHRM5 PAM	7	6	4	8	-1	-6
CHRM5 agonist	2	2	-3	1	0	-2
TAAR1 antagonist	-3	-5	1	-5	-7	-13
M4 PAM	3	9	-2	12	-6	1
CRFBP-R2 agonist	4.0	0.1	0.2	0.0	-0.8	0.7

31) CCc1nc2c(OCc3ccccc3C)cccn2c1N(C)C(=O)C(C)C
32) O=C(/C=C/[C@H]1O[C@@H](n2ccc(=O)[nH]c2=O)[C@H](O)[C@@H]1O)NC(c1ccccc1)c1ccccc1
33) O=C(CN1CCN(Cc2cccc(F)c2)CC1)NCc1ccccc1
34) COc1ccc(OC)c(NC(=O)C2(C)CCN2C(=O)C2(c3ccccc3)CCCC2)c1 (stereo unspecified)
35) CCCNC(=O)C1(C)CCCN(Cc2ccc(Oc3ccccc3)cc2)C1 (stereo unspecified)
36) COc1ccc2c(C)cc(C)nc2n1

entry no.	31	32	33	34	35	36
M5 antag	-9	3	-19	-3	5	-4
M1 PAM parental	4	14	10	17	10	2
TAAR1 ag	-1	0	6	3	7	1
CRFR2-BP antag	x	x	-4	x	x	21
CHRM5 PAM	3	6	-1	-4	-6	3
CHRM5 agonist	-2	2	2	-2	-3	-3
TAAR1 antagonist	-10	-12	-14	16	-39	-16
M4 PAM	6	11	-1	-8	-7	8
CRFBP-R2 agonist	x	x	2.5	x	x	-1.4

37) CCOC(=O)C1=C(COC(=O)Cc2ccccc2[N+](=O)[O-])NC(=O)NC1C (stereo unspecified)
38) COc1ccc(OC)c(-c2nc(C)sc2CC(=O)O)c1
39) Cc1cccc(NC(=S)NNC(=O)c2csc3c2CCC(C)C3)c1 (stereo unspecified)
40) COc1cccc(C(=O)C(=O)c2cccc(OC)c2OC)c1OC
41) COCc1cccc(-c2csc(C(NC(C)=O)c3cccc(F)c3)n2)c1 (stereo unspecified)
42) Cc1ccc([N+](=O)[O-])cc1-c1ccc(/C=N/NC(=O)c2cc3c(ccc4ccccc43)o2)o1

entry no.	37	38	39	40	41	42
M5 antag	-1	8	9	15	0	1
M1 PAM parental	-13	26	11	-12	-14	-2
TAAR1 ag	5	0	12	1	3	7
CRFR2-BP antag	2	-17	8	-9	x	-2
CHRM5 PAM	0	-1	-1	-8	1	1
CHRM5 agonist	0	0	0	-1	-3	3
TAAR1 antagonist	-3	-17	-3	-6	-21	5
M4 PAM	6	7	7	2	4	-7
CRFBP-R2 agonist	1.3	0.1	-0.3	-0.2	x	1.0

43) C[C@H]1CN([C@@H](C)CO)C(=O)Cc2cc(NC(=O)Nc3ccccc3)ccc2O[C@H]1CN(C)Cc1ccccc1
44) CCOc1ccc(NC(=O)c2ccc3snnc3c2)cc1
45) CC1CC(C)(C)Nc2ccc(OC(=O)c3ccco3)cc21 (stereo unspecified)
46) COc1ccc(Cl)cc1CN1C(=O)C(Cc2ccccc2)ON=C1C (stereo unspecified)
47) CC1CCN(C(=O)CCCC(=O)N2CCC(C)CC2)CC1
48) O=[N+]([O-])c1cccc(S(=O)(=O)N/N=C\c2ccc3c(c2)OCO3)c1

entry no.	43	44	45	46	47	48
M5 antag	11	6	1	-2	2	-4
M1 PAM parental	11	11	-2	5	-26	1
TAAR1 ag	1	4	6	2	1	2
CRFR2-BP antag	5	-10	3	x	-11	6
CHRM5 PAM	0	-6	-2	-5	-1	8
CHRM5 agonist	-1	-2	-1	-1	-5	-2
TAAR1 antagonist	25	10	-15	-9	-4	-18
M4 PAM	1	9	-2	-1	-5	2
CRFBP-R2 agonist	3.2	2.1	16	x	0.5	0.3

49) CC(C)(C)c1ccc(CC(=O)N2CCC2(C)C(=O)NS(=O)(=O)c2cccc(F)c2)cc1 (stereo unspecified)
50) COc1cc2c(cc1NC(=O)/C=C/c1cc(OC)c(OC)c(OC)c1)oc1ccccc12
51) CCOC(=O)c1cnc2cc(C)nn2c1C
52) NC(=O)C1CCN(C(=O)c2cccc3ccccc23)CC1
53) O=S(=O)(NCCC(c1ccc(F)cc1)c1ccco1)c1ccccc1 (stereo unspecified)
54) CN(C)C=NC(=O)c1cc(C(=O)c2ccc(Cl)cc2)c[nH]1
55) CC(=O)N1CCCc2cc(S(=O)(=O)N3CCCC(C(=O)Nc4ccccc4C)C3)ccc21 (stereo unspecified)

entry no.	49	50	51	52	53	54	55
M5 antag	4	2	-3	13	11	-2	-8
M1 PAM parental	16	13	12	14	3	10	-13
TAAR1 ag	0	10	15	6	3	0	5
CRFR2-BP antag	x	-17	19	4	-20	1	0
CHRM5 PAM	0	3	4	-2	-8	-7	6
CHRM5 agonist	1	3	-2	2	-4	0	0
TAAR1 antagonist	-15	22	9	-9	20	7	2
M4 PAM	0	6	2	-4	-2	1	2
CRFBP-R2 agonist	x	6.0	0.4	3.9	-3.9	-0.4	0.1

# One compound at a time, from the list above:
# Listed for CC(=O)N1CCCc2cc(S(=O)(=O)N3CCCC(C(=O)Nc4ccccc4C)C3)ccc21 (stereo unspecified) = M5 antag = -8; M1 PAM parental = -13; TAAR1 ag = 5; CRFR2-BP antag = 0; CHRM5 PAM = 6; CHRM5 agonist = 0; TAAR1 antagonist = 2; M4 PAM = 2; CRFBP-R2 agonist = 0.1
# Listed for COc1cc2c(cc1NC(=O)/C=C/c1cc(OC)c(OC)c(OC)c1)oc1ccccc12 = M5 antag = 2; M1 PAM parental = 13; TAAR1 ag = 10; CRFR2-BP antag = -17; CHRM5 PAM = 3; CHRM5 agonist = 3; TAAR1 antagonist = 22; M4 PAM = 6; CRFBP-R2 agonist = 6.0
# Listed for CCOC(=O)c1cnc2cc(C)nn2c1C = M5 antag = -3; M1 PAM parental = 12; TAAR1 ag = 15; CRFR2-BP antag = 19; CHRM5 PAM = 4; CHRM5 agonist = -2; TAAR1 antagonist = 9; M4 PAM = 2; CRFBP-R2 agonist = 0.4
